D1 antag: blocks dopamine activation of the human D1 receptor. P21728. HEK293 TREx D1 cells, calcium flux, dopamine EC80; stronger effect = lower value. activity change, negative = inhibition, % at 10 µM. hit rate 3.2% among 360,000. AID 504652; in the data active means activity change below about -30%; further: on the % scale 0 is the no-effect control and ±100 the full control effect
Target sequence (P21728 whole entry, looked up): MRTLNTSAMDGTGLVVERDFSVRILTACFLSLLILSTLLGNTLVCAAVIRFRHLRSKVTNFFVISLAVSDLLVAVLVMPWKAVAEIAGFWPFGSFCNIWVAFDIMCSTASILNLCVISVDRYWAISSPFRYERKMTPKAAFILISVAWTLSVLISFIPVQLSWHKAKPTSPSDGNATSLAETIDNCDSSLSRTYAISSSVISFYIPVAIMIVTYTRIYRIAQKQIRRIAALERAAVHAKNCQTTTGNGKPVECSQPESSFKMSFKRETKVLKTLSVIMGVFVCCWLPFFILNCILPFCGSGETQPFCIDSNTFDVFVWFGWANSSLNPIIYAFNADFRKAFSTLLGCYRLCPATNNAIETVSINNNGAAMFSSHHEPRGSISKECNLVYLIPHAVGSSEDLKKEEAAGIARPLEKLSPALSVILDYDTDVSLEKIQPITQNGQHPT
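Antagonism measured as reduced calcium response to an EC80 dopamine addition following 180 s compound pre-read; cells were inducible HEK293 Trex D1 plated overnight at 30 C, read kinetically at 1 cycle/sec.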
D2 antag: antagonists of human D2 dopamine receptor. HEK293 TREx D2 cells, calcium flux, dopamine EC80. hit rate 2% among 340,000. P14416. inhibition, % at 10 µM; in the data active means inhibition above about 30%; further: 0% is about no effect
Target sequence (P14416 whole entry, looked up): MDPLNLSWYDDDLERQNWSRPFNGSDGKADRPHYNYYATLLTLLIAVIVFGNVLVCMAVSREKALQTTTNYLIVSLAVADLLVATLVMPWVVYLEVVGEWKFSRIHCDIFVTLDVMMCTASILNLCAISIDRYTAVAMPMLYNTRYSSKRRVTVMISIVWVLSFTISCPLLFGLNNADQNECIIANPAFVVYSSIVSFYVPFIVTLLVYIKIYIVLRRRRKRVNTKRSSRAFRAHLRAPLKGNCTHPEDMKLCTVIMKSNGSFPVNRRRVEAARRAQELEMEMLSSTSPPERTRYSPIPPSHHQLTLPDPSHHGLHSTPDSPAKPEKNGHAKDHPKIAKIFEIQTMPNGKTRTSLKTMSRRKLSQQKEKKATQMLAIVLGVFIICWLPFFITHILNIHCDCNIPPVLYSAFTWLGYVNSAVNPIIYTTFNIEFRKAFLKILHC
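Tetracycline-induced HEK293 TREx cells expressing D2 receptor forced-coupled to calcium signalling, loaded with no-wash calcium dye. Compounds added and calcium flux read 180 s, then dopamine added at EC80 and read a further 180 s.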
D2 ag: activates the human D2 dopamine receptor; hit rate 0.53% among 340,000; HEK293 T-REx D2 cells, calcium flux agonist mode; P14416; AID 485358; activation, % at 2 µM;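 active means activation over 3 SD above normal in the single-dose calcium agonist read, cut at about 30% in these data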; further: 0% is about no effect
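Tetracycline-induced HEK293 T-REx cells with force-coupled D2 receptor, plated overnight at 30 C, loaded with no-wash calcium dye. After a 10 s baseline, compound was pin-added and calcium flux read kinetically for 180 s; calcium rises flagged agonists.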
D1 potentiator: potentiators of human D1 dopamine receptor. P21728. AID 504651. potentiation, % at 10 µM. HEK293 TREx D1 cells, calcium flux, dopamine EC20 potentiation. hit rate 0.036% among 360,000; in the data active means potentiation above about 30%; further: 0% is about no effect
RXFP1 ag: agonists of human relaxin receptor RXFP1. HEK293T-RXFP1 cAMP TR-FRET, 30 min; response scale: percent of porcine relaxin response, buffer zero. Q9HBX9. hit rate 0.3% among 370,000. Potency, µM (highest dose often 57.5 µM), without a hit: at the top dose activation, most hits filed as activators; active means well fitted activation curve with a large enough effect; inconclusive means small, poorly fitted or top-dose-only effect; further: potency means the concentration at half of the fitted maximal effect; on the % scale 0 is the no-effect control and ±100 the full control effect; nearly all actives have a fitted effect of over 60% in size; many of its hits are not listed in these tables
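Agonist response is measured as cAMP accumulation in an RXFP1-transfected HEK293T line under PDE4 inhibition. Values are scaled between buffer-only and 29 nM porcine relaxin, and EC50s come from standard Hill equation fits.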
D2 PAM: D2 dopamine receptor (human) potentiation; HEK293 T-REx D2, calcium flux, EC20 dopamine potentiation; potentiation, % at 10 µM; hit rate 0.34% among 340,000;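 active means potentiation over 3 SD above the plate norm, cut at about 30% in these data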; further: 0% is about no effect
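Using a no-wash calcium dye in inducible, force-coupled HEK293 Trex cells expressing D2, we tracked fluorescence each second for 180 s after compound, then for 180 s after EC20 dopamine to detect augmented signalling.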
D1 agonist: activates the human D1 dopamine receptor | P21728 | HEK293 T-REx D1 cells, calcium flux, agonist mode | activation, % at 2 µM | hit rate 1% among 360,000; in the data active means activation above about 30%; further: 0% is about no effect
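Inducible HEK293 T-REx D1 cells, force-coupled to calcium signalling, were plated at 4000 cells/well with tetracycline and held overnight at 30 C. After no-wash calcium dye loading, compound-evoked calcium rise over 180 s flagged agonists.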
TRHR enhancer: allosterically enhances the human TRH receptor; P34981; TRHR cells, fluo-8 calcium fluorescence, EC20 TRH enhancement; enhancement, % at 2 µM; hit rate 0.66% among 360,000; in the data active means enhancement above about 30%; further: 0% is about no effect
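Enhancer read-out: after compound pinning and an initial kinetic agonist-mode read, an EC20 of TRH (10 nM final) was injected and fluo-8 calcium signal (Ex 480/Em 530) followed at 1 s/cycle for 100 cycles in TRHR-expressing cells.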
RXFP1 antagonist: antagonists of human relaxin receptor RXFP1 | HEK293-RXFP1, relaxin-stimulated cAMP HTRF, 30 min; stronger effect = lower value | activity change, negative = inhibition, % at 57.5 µM | hit rate 0.59% among 350,000 | AID 1259400;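 active means activity change of -60% or lower, but not beyond a set lower limit; inconclusive means change between -60% and -40%, or beyond the set limit; inactive means change above -40%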; further: on the % scale 0 is the no-effect control and ±100 the full control effect
* marks the source's active call; other numbers are inactive results; ? = inconclusive; nt = not tested or not shown; & = joins results of further samples.

Every second line gives: D1 antag | D2 antag | D2 ag | D1 potentiator | RXFP1 ag | D2 PAM | D1 agonist | TRHR enhancer | RXFP1 antagonist
> COc1ccc(NC(=O)Cn2nnc3sc4c(c3c2=O)CCC(C)C4)c(OC)c1 (stereo not drawn)
    6 | nt | -0.3 | 4 | 4.9% | -5 | 2 | -5 | -18
> CCOC(=O)CNS(=O)(=O)c1ccc(C(=O)O)cc1
    -14 | -13 | 1.0 | -5 | 4.7% | 11 | 4 | 0 | 11
> COc1ccc(Cl)cc1NC(=O)Cn1nnc(C(=O)NCc2ccc3c(c2)OCO3)c1N
    6&6 | 9 | 0.5&-0.3 | 0&2 | -2.2%&-1.5% | -12&-12 | 7&3 | 1&-1 | 0
> O=C(Nc1cccnc1)c1ccc2c(c1)OCO2
    7 | -2 | 0.7 | -8 | -1.3% | 0 | 2 | 4 | -9
> COc1ccc(Cn2ccc3nc(C)c(C(=O)N4CCN(c5cccc(OC)c5)CC4)cc3c2=O)cc1
    -13 | nt | -1.5 | 0 | -1.0% | -4 | 3 | -2 | -23
> CC(=O)Nc1ccc2c(c1)N(C(=O)CN(C)C)c1ccccc1CC2
    -9 | 17 | -1.4 | 3 | 0.1% | -4 | 3 | 2 | 11
> CCCSc1ccc([C@H]2N[C@@](C)(C(=O)OC)[C@H]3C(=O)N(C)C(=O)[C@@H]23)cc1OC
    6 | 8 | 1.1 | 3 | 0.1% | 0 | -1 | -9 | nt
> C(=C\c1nc(-c2ccncc2)no1)/c1ccccc1
    -7 | 8 | -0.1 | 7 | 2.6% | 1 | 1 | 0 | -22
> COc1ccc(C(C(=O)NC2CCCC2)N(CCN(C)C)C(=O)c2snc(C(N)=O)c2N)cc1 (stereo not drawn)
    -1 | -3 | 0.0 | 1 | 0.2% | -8 | 3 | 5 | -14
> COc1cc(C(=O)NNC(=O)CSc2nnc3ccccn23)cc(OC)c1OC
    -25 | -15 | 0.2 | 1 | 0.5% | -4 | 1 | 5 | -1
> Cn1ccsc1=NC(=O)c1ccc(S(C)(=O)=O)c([N+](=O)[O-])c1
    -9 | 5 | 0.5 | -3 | -2.5% | 0 | 5 | 14 | -6
> Cc1ccc(SCc2cc(=O)[nH]c(/N=C(\N)Nc3ccc(C)c(C)c3)n2)cc1
    -8 | 14 | 1.4 | -11 | -0.8% | -14 | 2 | -6 | 8
> O=C(CSc1c2c(nc3cc(Cl)ccc13)CCCC2)N1CCN(c2ccccc2F)CC1
    12 | nt | -0.4 | -1 | 6.3% | -3 | 3 | -3 | -15
> O=C1CCCCc2sc(Br)c([N+](=O)[O-])c2N1
    -9 | -10 | 0.1 | -7 | 1.6% | 9 | 2 | 4 | -22
> COc1ccc(N2Cc3ccccc3C2=NC(=O)c2cncc(Br)c2)cc1
    2 | 7 | 1.7 | -4 | 1.0% | -5 | -1 | -5 | 5
> O=C(NNC(=O)[C@@H]1CCCC[C@@H]1C(=O)O)Nc1ccccc1
    2 | 0 | -1.1 | -3 | 3.3% | 2 | 0 | -3 | 3
> CN(C)c1ccc(CNC(=O)c2sc3ncccc3c2-n2cccc2)cc1
    -5 | nt | -0.5 | 0 | 2.6% | 2 | 1 | 4 | -14
> CN(Cc1ccccc1)C(=O)N1CCOCC1
    0 | 7 | 0.2 | -5 | -1.9% | -5 | 2 | 0 | 2
> CC(C)C[C@H]1CN=C(N(C)C)N1CCCCc1ccccc1
    10 | 9 | 0.1 | 1 | 2.2% | -8 | 8 | -3 | nt
> COc1ccc2cc(C3C(C#N)=C(N)OC(C)=C3C(C)=O)c(Cl)nc2c1 (stereo not drawn)
    -7 | -7 | 0.4 | 1 | 0.5% | -7 | 6 | 1 | -14
> COc1ccc(CN2CCN(Cc3cc(=O)oc4cc(C)ccc34)CC2)c(OC)c1OC
    9&4 | -8 | -0.4&-0.1 | -6&4 | -2.0%&3.8% | 4 | 1&0 | 7&-2 | -16&-2
> CCOc1ccc(Cl)cc1S(=O)(=O)n1nnc2ccccc21
    -39* | -42 | 1.6 | -3 | 0.6% | -12 | 3 | -3 | -4
> O=C(Nc1ccccc1C(=O)O)/C(=C/c1ccc([N+](=O)[O-])cc1)NC(=O)c1ccc(Br)o1
    5 | 4 | -1.0 | -3 | 2.3% | 6 | -1 | -9 | -9
> Cc1ccc(CNC(=O)CNC(=S)N(Cc2ccccc2)Cc2cccnc2)cc1
    -11 | -2 | 0.4 | -9 | 1.1% | 22 | 0 | -1 | -6
> CN1C2CCC1CC(NC(=O)CSCc1ccc(Cl)cc1Cl)C2 (stereo not drawn)
    -3 | 2 | 0.0 | 1 | 2.9% | -7 | 3 | 17 | -21
> Cc1cc(C)cc(-n2c(C)cc(/C=N/NC(=O)c3cccc([N+](=O)[O-])c3C)c2C)c1
    6 | 14 | 0.8 | -2 | 1.9% | 4 | 23 | -3 | -27
> CC(C)c1ccc(CNC(=O)c2ccc(N3CCCC3)c(NC(=O)NCc3ccccc3)c2)cc1
    -2 | nt | 0.4 | 0 | 2.2% | 3 | 6 | -1 | 9
> O=C1C2C(C(=O)N1CCc1ccccc1)C1C=CC2C12CC2 (stereo not drawn)
    nt | nt | nt | 1 | 1.0% | nt | -1 | 5 | -11
> COCCCNC(=O)c1cc2cc([N+](=O)[O-])cc(OC)c2oc1=O
    2 | -12 | 0.5 | -4 | 0.9% | 4 | 2 | 7 | 4
> Cc1ccc(CNc2nc3ccc(C)cc3n3nnnc23)cc1
    2 | nt | -0.2 | 0 | ? | 4 | 1 | -2 | -9
> COc1ccc(CN(C)CC(=O)NC2CCCc3ccccc32)cc1OC (stereo not drawn)
    -17 | -9 | -0.6 | -9 | 4.5% | 21 | 5 | 0 | 0
> COc1ccccc1C(=O)N(Cc1nc(-c2cccc(C)c2)no1)C(C)C
    -16 | nt | 0.5 | -3 | 0.2% | 2 | 8 | 1 | nt
> CN(CC(=O)Nc1nc2ccc(F)cc2s1)S(=O)(=O)c1ccc(Cl)cc1
    -12 | -1 | -0.1 | -5 | 0.5% | 3 | 9 | 1 | -9
> CCOC(=O)CCc1c(C)c2ccc(OCC(=O)OC(C)C)cc2oc1=O
    -7 | 2 | 0.4 | 1 | 1.2% | 16 | 3 | 1 | -10
> Cc1ccc(NC(=O)CSCc2cnn(-c3ccccc3)c2-n2cccc2)c(Cl)c1
    20 | nt | -1.3 | 1 | -4.4% | -24 | 0 | -2 | 1
> CCCCCn1c(=O)[nH]c2cc(C(=O)N3CCN(c4cccc(C(F)(F)F)c4)CC3)ccc2c1=O
    -6 | nt | 0.0 | 0 | -3.3% | 6 | 1 | 5 | nt
> O=C(Nc1nncs1)c1ccc(Br)c(S(=O)(=O)N2CCCC2)c1
    4 | 56* | 0.1 | 2 | -0.7% | -2 | 3 | 1 | 0
> Cc1cc(N2CCN(c3ccccc3)CC2)nc(NCc2ccccc2)n1
    -50* | 8 | 4.6 | -4 | 0.4% | 2 | 8 | 2 | -2
> COc1cccc(CSc2nccn2C)c1
    -18 | -8 | 0.9 | -6 | 1.3% | 1 | 1 | -5 | 13
> CCc1ccccc1NC(=O)NC1CC2CCC(C1)N2Cc1ccco1 (stereo not drawn)
    6 | 32* | -0.4 | 8 | -0.3% | -25 | 0 | 2 | 3
> Cc1ccc(NC(=O)CN2C(=O)C(c3ccc(C(C)(C)C)cc3)=NC2(C)C)cc1
    -15 | nt | 0.0 | -4 | -0.8% | nt | 1 | 1 | -4
> CC1(C(=O)NC(=S)N(CCC#N)Cc2cccnc2)CC1(Cl)Cl (stereo not drawn)
    -14 | nt | nt | 0 | 2.0% | 2 | 2 | 4 | nt
> OCCN1CCN(C(c2cccs2)c2ccc3cccnc3c2O)CC1 (stereo not drawn)
    21 | -1 | 0.7 | -4 | 0.0% | -5 | 1 | 3 | nt
> CCOC(=O)CC1(NC(=O)C2CCC(=O)N(CCc3ccccc3)C2)CCCCC1 (stereo not drawn)
    -6 | 6 | -0.3 | -5 | 0.5% | -7 | -1 | -4 | -2
> CCOC(=O)c1c(-c2cccs2)csc1NC(=O)CCCC(=O)O
    14 | -10 | 0.7 | 0 | 23% | -7 | -1 | -7 | -7
> COc1cc(OC)nc(NC(=O)NS(=O)(=O)c2ccc(OC(F)(F)F)cc2)n1
    -29 | nt | nt | -7 | -0.8% | 1 | 3 | 1 | -2
> CC(=O)c1ccc(N2CCN(c3ncnc4c3c(-c3ccccc3)cn4-c3ccc(C)c(Cl)c3)CC2)cc1
    1 | nt | 0.0 | 1 | -0.4% | 4 | -4 | -3 | 8
> CC(=O)Nc1ccc(Oc2sc(C(=O)c3ccccc3)c(N)c2C#N)cc1
    -9 | 31* | 0.2 | -6 | 7.1% | -5 | 3 | 11 | -9
> O=C(CSc1nnc(CSc2nc3ccccc3s2)o1)NC1CCCCC1
    4 | -11 | 0.3 | -4 | 0.6% | -10 | 3 | -28 | -10
> O=C(c1cnc2c(c1)COc1ccc(Cl)cc1-2)c1ccccc1O
    6&3 | 24 | 0.1&-0.6 | 0&-11 | -1.1%&0.3% | 12&3 | 1&2 | -1&-2 | -5
> CCSc1nn2c(=O)c3ccccc3nc2s1
    -1 | 17 | 0.2 | 4 | 4.2% | -22 | 0 | -1 | -17
> C=C(C)CNC(=S)N/N=C(\C)c1ccc(Cl)s1
    36 | 17 | 1.8 | -2 | -0.3% | -1 | 1 | 6 | -9
> COc1ccccc1N1C(=O)CCC1(C#N)c1ccccc1 (stereo not drawn)
    -18 | 16 | 0.0 | 0 | 1.3% | -17 | 1 | -3 | 8
> O=C1OC(c2ccccc2)=N/C1=C\N1CCCCC1
    -23 | 0 | 0.3 | -2 | 2.1% | 14 | 3 | 1 | -9

Assay outcomes: PubChem BioAssay, National Center for Advancing Translational Sciences (NCATS)

The list is partial, so the mix of outcomes need not match the whole.
